Screening data (PubChem BioAssay)
TRHR ag: qHTS for Small Molecule Agonists and Allosteric Enhancers of Human TRH Receptor: Primary Screen for Agonists | Thyrotropin-releasing hormone receptor (Homo sapiens), P34981 | TRHR cells, calcium flux fluo-8, FDSS agonist mode | activation, % at 2 µM | 0.18% of 360,000 active; in the data active = activation above about 30%; note: 0% is about no effect
Target sequence (P34981 whole entry, looked up): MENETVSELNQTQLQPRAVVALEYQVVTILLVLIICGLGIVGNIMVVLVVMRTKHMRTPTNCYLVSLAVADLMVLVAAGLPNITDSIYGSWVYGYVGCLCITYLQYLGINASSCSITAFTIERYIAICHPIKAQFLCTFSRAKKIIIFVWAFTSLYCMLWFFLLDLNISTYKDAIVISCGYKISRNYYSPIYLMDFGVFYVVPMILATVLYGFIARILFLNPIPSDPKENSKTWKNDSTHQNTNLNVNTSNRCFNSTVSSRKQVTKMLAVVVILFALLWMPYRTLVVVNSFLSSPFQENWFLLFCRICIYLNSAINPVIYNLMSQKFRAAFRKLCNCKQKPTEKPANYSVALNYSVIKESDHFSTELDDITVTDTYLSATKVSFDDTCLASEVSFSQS
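Fluo-8-loaded TRHR cells; 10 s baseline, compound added, kinetic Ca2+ fluorescence read 1/s, agonist mode.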
TRHR enhancer: qHTS for Small Molecule Agonists and Allosteric Enhancers of Human TRH Receptor: Primary Screen for Enhancers. Thyrotropin-releasing hormone receptor (Homo sapiens), P34981. TRHR cells, fluo-8 calcium fluorescence, EC20 TRH enhancement. enhancement, % at 2 µM. 0.66% of 360,000 active; in the data active = enhancement above about 30%; note: 0% is about no effect
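Enhancer read-out: after compound pinning and an initial kinetic agonist-mode read, an EC20 of TRH (10 nM final) was injected and fluo-8 calcium signal (Ex 480/Em 530) followed at 1 s/cycle for 100 cycles in TRHR-expressing cells.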
D2 antag: HTS Assay for Allosteric Antagonists of the Human D2 Dopamine Receptor: Primary Screen for Antagonists; D(2) dopamine receptor (Homo sapiens), P14416; HEK293 TREx D2 cells, calcium flux, dopamine EC80; inhibition, % at 10 µM; 2% of 340,000 active; in the data active = inhibition above about 30%; note: 0% is about no effect
Target sequence (P14416 whole entry, looked up): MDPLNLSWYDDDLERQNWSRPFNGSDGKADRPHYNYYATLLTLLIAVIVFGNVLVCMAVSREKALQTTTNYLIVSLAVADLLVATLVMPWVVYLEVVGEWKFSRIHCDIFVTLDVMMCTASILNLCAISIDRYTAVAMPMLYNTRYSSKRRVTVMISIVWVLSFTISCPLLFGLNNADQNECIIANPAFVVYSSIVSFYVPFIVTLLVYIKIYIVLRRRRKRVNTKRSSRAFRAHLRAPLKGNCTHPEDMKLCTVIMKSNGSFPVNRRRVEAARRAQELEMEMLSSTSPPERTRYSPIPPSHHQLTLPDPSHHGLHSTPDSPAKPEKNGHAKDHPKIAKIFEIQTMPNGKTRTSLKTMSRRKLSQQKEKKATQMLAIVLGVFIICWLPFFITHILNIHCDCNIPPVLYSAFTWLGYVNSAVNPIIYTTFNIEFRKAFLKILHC
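Inhibition of EC80 dopamine-driven calcium flux, recorded kinetically, defines activity here; cells are a tetracycline-induced HEK293 T-REx line expressing force-coupled D2.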
PI4K2A block: qHTS for small molecular inhibitors of PI4K2A; Phosphatidylinositol 4-kinase type 2-alpha (Homo sapiens), Q9BTU6; purified PI4K2A, ADP-Glo luminescence, 1 h; stronger effect = lower value; activity change, negative = inhibition, % at 76.9 µM; 0.13% of 420,000 active; AID 1346378, 2018; in the data active = activity change below about -50%; inconclusive = mostly about -30% to -49%;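 note: -100% = wells without enzyme as full effect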
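ADP-Glo luminescence measured ADP generated by PI4K2A enzyme (4 ug/mL before mixing) with 1.2 mM PI substrate (pre-mix) and 300 microM ATP (pre-mix). Tris pH7.5 buffer with MgCl2, Triton X-100; 1 h reaction at ambient temperature.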
D2 agonist: HTS Assay for Allosteric Agonists of the Human D2 Dopamine Receptor: Primary Screen for Agonists | D(2) dopamine receptor (Homo sapiens), P14416 | HEK293 T-REx D2 cells, calcium flux agonist mode | 0.53% of 340,000 active | AID 485358, 2010 | activation, % at 2 µM;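 active = activation over 3 SD above normal in the single-dose calcium agonist read, cut at about 30% in these data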; note: 0% is about no effect
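In this primary screen, compounds producing a positive calcium signal within 180 s of addition to tetracycline-induced, force-coupled HEK293 Trex D2 cells are flagged; cells are dye-loaded with a no-wash calcium kit beforehand.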
USP1 inh: Inhibitors of USP1/UAF1: Primary Screen; Potency, µM (highest dose often 57.1 µM), for inactives: at the top dose activity change, negative = inhibition, usual class: inhibitors; 0.23% of 390,000 active; recombinant USP1/UAF1, Ub-Rhodamine cleavage fluorescence; AID 743255, 2014; Ubiquitin carboxyl-terminal hydrolase 1 (Homo sapiens), O94782; note: potency is the fitted concentration of half-maximal effect; % is set by controls: 0 for no effect and ±100 for the full control effect; nearly all actives have a fitted effect of over 60% in size; inactives centre near -12
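Step one: compound is pinned into 1nM USP1/UAF1 in HEPES pH 7.8 buffer with TCEP. Step two: 15 min room-temperature incubation. Step three: Ub-Rho (150nM final) starts cleavage, tracked by fluorescence over six one-minute reads.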
IDH1 R132H inh: qHTS for Inhibitors of mutant isocitrate dehydrogenase 1 (IDH1): qHTS. Isocitrate dehydrogenase [NADP] cytoplasmic (Homo sapiens), O75874. IDH1-R132H enzyme, NADPH consumption, diaphorase/resazurin fluorescence. Potency, µM (top dose mostly 76.6 µM), for inactives: at the top dose activity change, negative = inhibition, usual class: inhibitors. 0.093% of 390,000 active; note: potency is the fitted concentration of half-maximal effect; % is set by controls: 0 for no effect and ±100 for the full control effect; nearly all actives have a fitted effect of over 65% in size
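IDH1-R132H (0.5 ug/mL dispensed) in pH 7.5 Tris buffer was preincubated 30 min with compound, then given a substrate mix of 0.016 mM NADPH and 2 mM alpha-KG for 80 min at room temperature; remaining NADPH was read by diaphorase/resazurin fluorescence.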
TrxR1 substrate: qHTS Assay for Substrates of Mammalian Selenoprotein Thioredoxin Reductase 1 (TrxR1): qHTS. purified TrxR1 substrate turnover, NADPH consumption readout. Potency, µM (doses to about 114 µM), without a hit: at the highest dose activity change, negative = substrate turnover. 0.01% of 390,000 active; note: potency is the fitted concentration of half-maximal effect; % is set by controls: 0 for no effect and ±100 for the full control effect; nearly all actives have a fitted effect of over 50% in size
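Rat TrxR1, dispensed at 90 nM, was prereduced with 400 uM NADPH (final) for 5 min at ~22 deg C, then incubated with compound 15 min before 400 uM selenite. A first-read NADPH fluorescence drop versus no-compound background flagged substrates.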
TrxR1 inh: qHTS Assay for Inhibitors of Mammalian Selenoprotein Thioredoxin Reductase 1 (TrxR1): qHTS; 1% of 390,000 active; AID 588453, 2011; Potency, µM (highest dose often 114 µM), inactives show at the top dose activity change, negative = inhibition, hits mostly inhibitors; Thioredoxin reductase 1, cytoplasmic (Rattus norvegicus), O89049; recombinant rTrxR1, NADPH fluorescence consumption, selenite substrate; note: potency is the fitted concentration of half-maximal effect; % is set by controls: 0 for no effect and ±100 for the full control effect; nearly all actives have a fitted effect of over 65% in size
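Rat TrxR1 (90 nM in the dispensed reagent) was pre-reduced with 400 uM NADPH for 5 min at room temperature, then incubated with compound for 15 min. After 400 uM selenite was added, NADPH fluorescence (Ex 340/Em 450 nm) was followed for 8 min.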
* marks the source's active call; other numbers are inactive results; u = inconclusive; x = not tested or not shown; [ ] = remark or other dose. Unless noted, calls come from the whole dose curve; as a rule, active = well fitted inhibition curve with a large enough effect; inconclusive = small, poorly fitted or top-dose-only effect; inactive = no such curve, though single readings can be large or run the other way.

SMILES	TRHR ag	TRHR enhancer	D2 antag	PI4K2A block	D2 agonist	USP1 inh	IDH1 R132H inh	TrxR1 substrate	TrxR1 inh
COc1cc(C)nc(NC(=O)COc2ccc(Cl)cc2C)n1	-0.1	18.2	9.6	1.5	-2.0	-19.2%	-2.7%	10.0%[57.1 µM]	5.3%[57.1 µM]
COc1cccc2sc(NNC(=O)C3COc4ccccc4O3)nc12 (configuration not stated)	-0.2	-0.7	2.7	2.2	-0.1	-7.1%	1.2%	-7.5%[57.1 µM]	23.9%[57.1 µM]
O=[N+]([O-])c1ccc(O)c(/C=N/Nc2ccccc2[N+](=O)[O-])c1	3.2	-0.8	20.9	-2.1	10.5	-14.3%	-4.9%	-8.7%	6.2%
Clc1cccc(Cl)c1C1Nc2cccc3cccc(c23)N1	0.7	-10.6	11.1	-11.5	-0.1	-9.2%	0.0%	-7.1%	-4.0%
CC(C)C(=O)Nc1cccc(-c2nc3ccccc3o2)c1	-1.0	11.0	-25.3	-17.6	-0.4	-27.0%	-0.1%	7.5%	5.9%
CN(CCCC(=O)NCc1ccc2c(c1)OCO2)S(=O)(=O)c1ccc([N+](=O)[O-])cc1	-0.1	-1.1	2.8	-3.3	-0.5	-8.6%	5.7%	0.6%	3.8%
Cc1cc(C)nc(SCC(=O)c2cc3ccccc3oc2=O)n1	-0.9	7.4	-21.8	5.1	-0.4	-17.1%	6.0%	-5.4%[57.1 µM]	-5.5%[57.1 µM]
NC(=O)c1cccnc1Nc1ccccc1F	0.0	-0.7	7.7	47.3	0.0	-4.4%	-0.8%	1.6%[57.1 µM]	1.3%[57.1 µM]
CCNC(=O)CN1C(=O)NC2(CCCCCC2)C1=O	-0.3	6.0	2.5	4.6	-2.1	-8.6%	0.0%	-8.0%	-1.7%
COc1ccc(CCNC(=O)C2CCC(CNS(=O)(=O)c3ccccc3)CC2)cc1OC (configuration not stated)	-0.2	7.4	-16.8	x	4.5	x	x	x	x

A draw from above in order of SMILES length, smallest number first.
SMILES	TRHR ag	TRHR enhancer	D2 antag	PI4K2A block	D2 agonist	USP1 inh	IDH1 R132H inh	TrxR1 substrate	TrxR1 inh
NC(=O)c1cccnc1Nc1ccccc1F	0.0	-0.7	7.7	47.3	0.0	-4.4%	-0.8%	1.6%[57.1 µM]	1.3%[57.1 µM]
COc1cc(C)nc(NC(=O)COc2ccc(Cl)cc2C)n1	-0.1	18.2	9.6	1.5	-2.0	-19.2%	-2.7%	10.0%[57.1 µM]	5.3%[57.1 µM]
Cc1cc(C)nc(SCC(=O)c2cc3ccccc3oc2=O)n1	-0.9	7.4	-21.8	5.1	-0.4	-17.1%	6.0%	-5.4%[57.1 µM]	-5.5%[57.1 µM]
COc1cccc2sc(NNC(=O)C3COc4ccccc4O3)nc12 (configuration not stated)	-0.2	-0.7	2.7	2.2	-0.1	-7.1%	1.2%	-7.5%[57.1 µM]	23.9%[57.1 µM]

Following part
SMILES	TRHR ag	TRHR enhancer	D2 antag	PI4K2A block	D2 agonist	USP1 inh	IDH1 R132H inh	TrxR1 substrate	TrxR1 inh
COCc1nnc(NS(=O)(=O)c2ccccc2)s1	0.0	-2.3	25.3	4.9	-1.0	-12.2%	-0.5%	-4.6%	-3.5%
Cc1cc(C)n2nc(SCC(=O)Nc3cccc(C(F)(F)F)c3)nc2n1	-0.6	-2.0	x	-2.8	x	-22.1%	0.5%	3.2%	29.7%
CC1=C/C(=C(\c2ccc(O)c(C)c2)c2ccccc2S(=O)(=O)O)C=CC1=O	0.3	-0.4	-19.6	1.1	-0.3	-19.2%	7.6%	-3.7%	9.7%
CCCCCSc1nc2c(c(=O)[nH]c(=O)n2C)n1C(C)C	-0.2	-2.1	2.3	-2.8	-1.1	-2.9%	6.2%	1.4%[57.1 µM]	2.0%[57.1 µM]
CCOC(=O)CSc1nnc([C@H](Cc2ccccc2)NC(=O)OC(C)(C)C)o1	-0.4	0.6	-6.6	1.1	-1.3	-5.4%	7.5%	0.9%	1.3%
CCCCN(Cc1cc2cc(OC)ccc2[nH]c1=O)C(=O)COc1ccccc1	x	x	x	6.2	x	5.7%	-0.9%	9.3%[57.1 µM]	18.9%[57.1 µM]
COCCNC(=O)/C(C#N)=C/c1nc(N(C)C)n(-c2ccc(F)cc2)c1Cl	0.1	-3.2	x	3.4	x	-11.0%	-9.6%	-4.0%	-13.1%
O=C(Nc1cccc(C(F)(F)F)c1)c1cc2c(s1)-c1ccccc1OC2	2.4	4.9	40.3*	3.0	0.4	0.6%	2.0%	22.0%[57.1 µM]	36.1%
Nn1c(SCC(=O)Nc2ccccc2C(F)(F)F)nncc1=O	0.0	-5.8	-19.2	-1.4	0.1	-4.3%	-7.2%	-6.7%	-11.3%
CCCOc1ccc(C(=O)OCC(=O)c2c(N)n(C)c(=O)n(C)c2=O)cc1OCC	-1.4	2.4	x	3.7	x	-13.7%	5.1%	2.0%[57.1 µM]	5.6%[57.1 µM]
Cc1ccccc1CCN(C(=O)Cn1nnc2ccccc21)C(C(=O)NC(C)(C)C)c1ccsc1 (configuration not stated)	0.5	-3.2	x	-3.4	x	0.5%	-11.5%	6.3%	12.0%
Cc1cccc(-c2c3c(=O)n(C)c(=O)n(C)c3c3c(C)nc4ccccc4n23)c1	-0.4	26.6	x	1.2	-0.4	-24.2%	u	3.8%	5.2%
CCOc1cc(CNCCc2ccc(S(N)(=O)=O)cc2)ccc1OCc1ccccc1	3.9	10.8	4.0	-2.5	-0.1	-4.9%	3.8%	4.9%	5.1%
Cc1cc(C)nc(NC(=NCCc2c[nH]c3ccccc23)NC(=O)Nc2ccc(Cl)cc2)n1	0.7	-1.3	1.6	3.0	-1.0	-7.3%	-0.3%	-1.3%	12.8%
COc1ccc(NS(=O)(=O)c2cc3c(cc2C)N(C)CCO3)cc1	-0.1	-0.1	12.3	3.9	-0.4	-25.1%	8.7%	3.5%[57.1 µM]	10.2%[57.1 µM]
CC(C)(C)NC(=O)C(c1ccccc1)N(C(=O)CNC(=O)c1cccs1)c1cccnc1 (configuration not stated)	0.2	5.3	-14.6	5.9	-0.1	-21.6%	11.1%	9.1%	29.3%
COC(=O)c1cccc(OCC(O)Cn2ccnc2)c1 (configuration not stated)	1.9	2.1	13.7	1.9	0.9	-7.5%	2.0%	10.3%[57.1 µM]	13.8%[57.1 µM]
COc1ccccc1NC(=O)CN1CCN(C(=O)C2CCCO2)CC1 (configuration not stated)	-0.3	31.6*	2.3	-0.2	1.8	0.4%	7.7%	0.2%	3.7%
CC(=O)c1c(C)[nH]c(=S)c(C#N)c1-c1ccc(F)cc1	-0.7	3.0	-0.6	-4.5	0.2	-15.6%	2.6%	-5.4%	-15.8%
O=C(/C=C/c1ccccc1Cl)Nc1ccc(-c2nnc3n2CCCCC3)cc1	0.3	5.2	-2.1	-2.1	-0.9	-17.9%	1.3%	0.6%[57.1 µM]	15.9%
CC(=O)c1ccc(OCCCC(=O)NCCc2ccccc2)cc1	-1.1	-5.9	11.7	-0.3	0.4	-15.4%	-8.8%	1.4%	30.5%
Cc1csc(/N=C/c2ccc([N+](=O)[O-])cc2)n1	-0.2	-0.6	-5.8	6.3	-0.4	-3.7%	7.4%	4.7%[57.1 µM]	-2.0%[57.1 µM]
CCCc1cc(C(=O)N2CCCC(CO)(CCCc3ccccc3)C2)n(C)n1 (configuration not stated)	-1.2	-10.5	-0.4	-2.0	-1.3	-9.8%	1.1%	-3.3%	-21.7%
Cc1cccc(NC(=O)CCN2CC(C)OC(C)C2)c1 (configuration not stated)	-0.1	35.5*	1.1	-4.1	0.4	-5.1%	5.8%	5.3%	19.2%
CCC(=O)Nc1ccc(C(=O)n2nc(C)cc2C)cc1	0.3	-3.5	-26.0	33.7	0.7	-2.5%	1.1%	3.1%[57.1 µM]	8.4%[57.1 µM]
COC(=O)c1cc2occc2n1CC(=O)Nc1ccc(OC)c(OC)c1	1.1	-4.8	-1.1	-0.6	-1.7	-13.2%	-4.9%	-3.5%	-10.0%
CC(OC(=O)CNC(=O)c1ccc(Br)cc1)C(=O)NC1CCCCC1C (configuration not stated)	-0.1	-8.2	2.7	2.9	0.0	-4.7%	-13.8%	1.7%	13.8%
CCOc1ccccc1NC(=O)C(OC(=O)C1CC1)c1ccccc1 (configuration not stated)	-0.4	2.3	-2.6	8.4	-2.4	-13.6%	5.0%	1.4%	8.9%
COc1ccc(N2CCCn3c2nc2c3c(=O)n(Cc3ccccc3F)c(=O)n2C)cc1	-0.2	-5.7	3.0	x	-0.3	x	x	x	x
CCCc1ccc(C(=O)/C=C/N(C)C)cc1	0.2	-1.5	x	-5.0	x	-1.2%	6.5%	-11.8%	3.4%
COc1ccc2[nH]c3c(c2c1)CCn1c-3nc2ccccc2c1=O	-0.6	6.5	-23.0	-3.2	0.8	-14.1%	3.8%	8.5%	-4.5%

Compounds above containing a cyano group, in the order listed:
SMILES	TRHR ag	TRHR enhancer	D2 antag	PI4K2A block	D2 agonist	USP1 inh	IDH1 R132H inh	TrxR1 substrate	TrxR1 inh
COCCNC(=O)/C(C#N)=C/c1nc(N(C)C)n(-c2ccc(F)cc2)c1Cl	0.1	-3.2	x	3.4	x	-11.0%	-9.6%	-4.0%	-13.1%
CC(=O)c1c(C)[nH]c(=S)c(C#N)c1-c1ccc(F)cc1	-0.7	3.0	-0.6	-4.5	0.2	-15.6%	2.6%	-5.4%	-15.8%
